High-throughput results as filed in PubChem.
Fh CTSL1 inh: blocks F. hepatica cathepsin L1 in PFM18AAP counter-screen | inhibition, % at 5.96 µM | recombinant F. hepatica cathepsin L1, Z-Leu-Arg-MCA fluorescence | hit rate 0.49% among 300,000;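 active = inhibition above the mean of all tested compounds plus 3 SD, set per screening campaign, cut at about 17% in these data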;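 also: 0% = plate median of test compound wells and 100% = 1 µM Z-Phe-Ala-diazomethylketone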
PP5 primary: blocks human protein phosphatase 5 activity | inhibition, % at 6.7 µM | P53041 | hit rate 0.18% among 320,000 | purified PP5c, OMFP substrate fluorescence | AID 1987;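 active = inhibition above the campaign's mean inhibition across all tested compounds plus 3 SD, cut at about 9.5% in these data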;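 also: 0% = DMSO only and 100% = 100 µM cantharidin control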
Target sequence (P53041 whole entry, looked up): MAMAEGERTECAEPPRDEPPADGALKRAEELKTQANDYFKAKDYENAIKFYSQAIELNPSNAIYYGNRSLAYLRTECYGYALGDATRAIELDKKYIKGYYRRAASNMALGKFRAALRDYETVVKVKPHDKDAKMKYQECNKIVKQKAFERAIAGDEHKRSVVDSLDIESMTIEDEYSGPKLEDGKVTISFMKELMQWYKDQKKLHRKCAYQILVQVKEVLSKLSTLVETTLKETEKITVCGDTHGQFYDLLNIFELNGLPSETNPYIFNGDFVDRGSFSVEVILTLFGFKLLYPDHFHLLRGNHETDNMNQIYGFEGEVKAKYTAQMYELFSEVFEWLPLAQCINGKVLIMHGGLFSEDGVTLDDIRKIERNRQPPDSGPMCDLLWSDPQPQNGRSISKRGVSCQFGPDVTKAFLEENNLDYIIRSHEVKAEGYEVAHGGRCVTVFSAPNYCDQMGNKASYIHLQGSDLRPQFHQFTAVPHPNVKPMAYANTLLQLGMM
proCasp3 act: procaspase-3 (human) activation; recombinant procaspase-3 D3A, Ac-DEVD-pNA absorbance 405 nm; activation, % at 8.5 µM; hit rate 0.11% among 330,000;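 active = activation above the mean of all tested compounds plus 3 SD, cut at about 21% in these data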;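 also: 0% = DMSO alone and 100% = DMSO wells spiked with extra 5 µM PC-3 D3A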
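Technique: 405 nm absorbance of p-nitroaniline, reads at 0 and 120 min; Test system: Procaspase-3 D3A mutant; Incubation: 1 h enzyme-compound preincubation, then 2 h substrate reaction, 25 °C; Repeats: singlicate, each compound tested once; Benchmarks: low control DMSO wells, high control DMSO plus 5 µM PC-3 D3A.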
PP1 inh: PP1-alpha (human) inhibition in PP5 counter-screen; P62136; purified PP1alpha, OMFP fluorescence; inhibition, % at 6.7 µM; hit rate 0.9% among 320,000; AID 2235;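 active = inhibition above the mean inhibition of all tested compounds plus 3 SD, computed separately for each screening campaign, cut at about 15% in these data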
TPT1 inh: C. albicans TPT1 enzyme inhibition; recombinant caTPT1, FP RNA substrate dephosphorylation; inhibition, % at 5 µM; hit rate 0.81% among 300,000; AID 1962;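 active = inhibition above the mean of all tested compounds plus 3 SD, set per screening campaign, cut at about 24% in these data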;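 also: plate controls were DMSO alone for no effect and ferristatin control at 100 nM for full effect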
HCV core dimer: HCV core protein dimerization inhibition | TR-FRET GST/Flag-core106 dimerization, 1536-well | inhibition, % at 5 µM | hit rate 0.33% among 300,000;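 active = inhibition above the mean of all tested compounds plus 3 SD, set per screening campaign, cut at about 45% in these data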
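Material: GST/Flag-tagged HCV core106 proteins. Incubation: 4 h, 22.5 °C incubation. Read-out basis: inhibition (%) from 671 over 617 nm ratio. Measured by: TR-FRET, excitation 340 nm, emission 617 and 671 nm.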
JMJD2C inh: inhibitors of human GASC-1 (JMJD2C) demethylase; Q9H3R0; GST-JMJD2C(1-420) H3K9me3 demethylation, DELFIA europium; inhibition, % at 2.35 µM; hit rate 0.069% among 330,000;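 active = more than half of a compound's replicate wells show inhibition beyond 50%, single wells judged on their own value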;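 also: signal counts dimethyl H3K9 product captured on neutravidin plate; 0% = median of DMSO wells and 100% = 0.3 times that DMSO median; strong numbers were not always called active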
Target sequence (Q9H3R0 1-420 limits assumed): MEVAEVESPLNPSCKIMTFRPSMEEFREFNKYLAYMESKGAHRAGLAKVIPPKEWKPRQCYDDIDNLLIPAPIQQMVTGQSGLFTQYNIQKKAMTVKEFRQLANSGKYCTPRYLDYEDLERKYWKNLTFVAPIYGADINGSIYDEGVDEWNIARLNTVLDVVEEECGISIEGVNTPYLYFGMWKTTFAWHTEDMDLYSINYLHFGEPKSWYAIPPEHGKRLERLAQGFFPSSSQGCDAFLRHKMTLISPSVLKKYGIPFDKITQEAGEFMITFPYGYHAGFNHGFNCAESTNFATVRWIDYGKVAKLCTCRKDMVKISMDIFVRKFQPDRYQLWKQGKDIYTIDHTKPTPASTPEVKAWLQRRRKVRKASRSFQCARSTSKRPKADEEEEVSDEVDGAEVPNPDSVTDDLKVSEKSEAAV
procasp7 counter: activates human procaspase-7, counter-screen for procaspase-3 activators; P55210; recombinant procaspase-7, Ac-DEVD-pNA absorbance 405 nm; D23A/D198A/D206A triple mutant, cannot self-cleave; scale: DMSO 0, 5 µM enzyme 100; activation, % at 8.5 µM; hit rate 0.093% among 330,000; AID 463210;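 active = percent activation above the screen-wide mean plus 3 SD, cut at about 25% in these data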
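Assay system: Uncleavable procaspase-7 mutant enzyme / Input: 2 µM procaspase-7 mutant as dispensed / Dosing: single nominal 8.5 µM compound dose, 0.8% DMSO final / Timing: 1 h enzyme–compound preincubation and 2 h substrate reaction, both 25 °C / Detection: p-Nitroaniline absorbance at 405 nm, read at 0 and 120 min / Replication: singlicate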
Efflux pump mplx: inhibitors of Candida antifungal efflux pumps expressed in yeast | S. cerevisiae Candida pump triplex, Nile Red efflux | inhibition, % at 10 µM | hit rate 0.44% among 330,000;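 active = plate passing quality check with inhibition over a set limit, or well fluorescence over plate mean plus 4 SD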;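 also: Nile Red retained in pooled yeast measured as flow cytometry median fluorescence; 0% = buffer negative control and 100% = Enniatin B positive control; higher means more Nile Red kept so more efflux inhibition; some compounds called inactive have numbers as strong as hits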
The depositor's hits bear a star; x = not tested or not shown.

SMILES	Fh CTSL1 inh	PP5 primary	proCasp3 act	PP1 inh	TPT1 inh	HCV core dimer	JMJD2C inh	procasp7 counter	Efflux pump mplx
CC(C)CCn1c(=O)c2ccccc2n2c(CN(C)Cc3ccccc3)nnc12	3	2.9	11	2	1	5	-7	1	-0.1
CC(=O)c1ccc(NC(=O)Nc2ccc(Cl)cc2)cc1	-1	5.1	-7	7	2	2	-9	9	0.2
OCC[C@H]1C[C@H](O)[C@@H](O)[C@@]2(CCCO2)O1	0	1.2	4	-4	-3	3	-11	2	0.1
O=C(CNC(=O)c1cccs1)NCC(=O)OCc1c(F)cccc1Cl	-9	-0.4	4	3	1	2	-21	1	0.1
Cc1nc2ccc(NC(=O)c3nn(CC(C)C)c(=O)c4ccccc34)cc2s1	1	1.0	-1	0	5	4	0	-1	0.3
CCC(NC(=O)c1ccccc1NC(=O)C(C)(C)C)C(=O)N1CCCC1 (stereo unspecified)	0	0.6	0	-2	4	-6	13	0	0.2
Cn1cc(NC(=O)OCc2ccc(Cl)cc2)c(C(F)(F)F)n1	3	0.5	0	-2	-1	-3	6	12	-0.1
CC1CCCCN1S(=O)(=O)c1cccc2cccnc12 (stereo unspecified)	-1	-0.5	0	0	-5	-2	1	5	-0.2
CCCCOC(=O)Nc1nc2ccc(OC)cc2s1	-1	-1.2	4	-1	1	1	2	13	0.1
COc1cccc(-c2[nH]nc3c2C(c2ccc(C)o2)C(C#N)=C(N)O3)c1 (stereo unspecified)	4	0.3	1	1	-2	-5	12	1	0.1
CCOC(=O)C1(CC2CCCCO2)CCN(S(=O)(=O)c2cccc(F)c2)CC1 (stereo unspecified)	-2	0.5	-6	-3	1	3	2	1	0.2
CCOc1ccc(/C(O)=C2/C(=O)C(=O)N(c3ccccn3)C2c2ccc(F)cc2)c(C)c1 (stereo unspecified)	-2	-2.5	5	14	-4	14	61	3	-0.5
COc1ccccc1Cn1nnc2c(=O)[nH]c(C3CCN(C(=O)c4ccc(C)cc4)CC3)nc21	-4	2.4	-3	-2	-1	10	1	0	0.0
O=C1C2CCCN2C(=O)N1CCCN1CCN(c2ccc([N+](=O)[O-])cc2)CC1 (stereo unspecified)	1	0.7	-3	-2	-2	2	-8	7	0.1
C/C(=N\NC(=O)c1cccc(S(=O)(=O)N2CCOCC2)c1)c1ccc(OC(F)F)cc1	1	0.6	1	-6	-1	-4	-21	4	0.1
Cc1ccc(-c2csc(N(Cc3ccco3)C(=O)c3cccs3)n2)cc1	4	-2.5	-6	-5	-2	5	10	2	0.2
O=C(c1ccc2c(c1)OCO2)N(c1ccc(F)cc1)C1C=CS(=O)(=O)C1 (stereo unspecified)	-3	2.9	2	-6	1	-5	6	-4	0.1
O=C(NC1CCCCC1)C(c1ccccn1)N(C(=O)c1csnn1)c1ccccc1 (stereo unspecified)	-2	1.3	0	3	-4	-2	-15	0	-0.1
COc1cc(OC)cc(C(=O)Nc2cccc(N3CCCC3)c2)c1	2	2.9	-4	2	2	-4	-6	-9	0.1
Cc1nc(SCn2nnc3ccccc3c2=O)nc(C)c1C	7	2.2	0	-5	10	-11	4	7	-0.4
Cc1ccc(C(=O)Nc2ccc(S(=O)(=O)N3CCc4ccccc4C3)cc2)o1	5	6.1	-5	-1	0	5	8	-19	0.0
Cc1ccc(/C=N/NC(=O)c2nnn(-c3nonc3N)c2-c2ccccc2)o1	2	-1.1	8	-5	1	4	14	-5	0.0
CCOc1ccc(C(=O)NCC(=O)OCc2c(F)cccc2Cl)cc1	-16	4.2	2	-6	-1	7	7	-1	0.1
O=C(OCC(O)COc1ccccc1)c1ccc([N+](=O)[O-])cc1 (stereo unspecified)	1	1.3	8	1	-4	-13	1	1	0.0
COc1cccc(NC(=O)C(=O)NCC2CCCN2S(=O)(=O)c2ccccc2)c1 (stereo unspecified)	7	0.1	4	-6	2	3	5	2	0.1
C[C@H](CO)N1C[C@H](C)[C@@H](CN(C)Cc2ccccc2)Oc2c(NS(=O)(=O)c3cn(C)cn3)cccc2C1=O	x	x	8	x	x	x	16	12	0.0
CC(=O)Nc1ccc(C(=O)Nc2ccc3c(c2)OCO3)cc1	1	3.2	5	-3	-4	13	2	-13	-0.1
CN(CC(=O)Nc1ccc(Cl)c(C(F)(F)F)c1)C(=O)CCN1C(=O)C2CC=CCC2C1=O (stereo unspecified)	2	4.7	-6	-3	-2	1	-2	-3	-0.2
COc1ccc(-c2ccc(-c3noc(C)n3)c(OC)n2)cc1	5	4.2	-9	-2	1	5	-19	-2	0.2
Cc1ccc2c(c1)nnn2C1CCN(CC(=O)NCCc2ccccc2)CC1	1	-0.7	-3	-2	-2	0	0	3	0.0
COC(=O)c1cc(S(=O)(=O)NCCCc2ccco2)c[nH]1	2	-0.4	6	0	2	0	-28	0	-0.1
Cc1nc(CCNC(=O)CC2C(=O)NCCN2CC(C)C)nc2c1CCC2 (stereo unspecified)	-2	3.1	6	-5	-6	3	-1	-3	-0.7
CCSc1nnc(NC(=O)Cn2cnc3c2c(=O)n(C)c(=O)n3C)s1	5	1.7	2	-6	1	-1	-20	8	0.0
Cc1ccnc2nc(C(=O)N3CCN(c4ccc(F)cc4)CC3)nn12	-3	3.0	0	-3	-3	4	-6	0	0.1
Cn1nc2c(c1C(=O)N1CCCC(C(=O)c3cc(F)ccc3F)C1)CCCC2 (stereo unspecified)	3	-1.1	2	0	0	2	11	2	0.0
CCCN(C(=O)COC(=O)CCOc1ccccc1)c1c(N)n(Cc2ccccc2)c(=O)[nH]c1=O	-21	2.1	7	-8	5	0	5	6	0.0
COc1ccc(C(OC(=O)c2ccco2)C(=O)NCc2ccc(C)cc2)cc1 (stereo unspecified)	-49	-0.5	4	4	0	6	1	4	-0.2
Cc1ccc(C(=O)NCc2ccccn2)c(Cl)c1	-1	0.3	0	-2	-3	2	6	7	0.0
CCCCNC(=S)NC(=O)c1ccccc1Br	3	-3.0	-7	-7	-5	-7	-2	-2	0.0
CN(C)C(=O)c1ccc(-n2cnc3ccccc3c2=O)cc1	6	-1.1	4	-4	-1	0	-33	12	-0.2
CC1CCCN(C(=O)Cc2cccc3ccccc23)C1 (stereo unspecified)	3	1.2	1	-5	1	-9	-6	8	0.0
O=C(Nc1nnc(-c2ccccc2)o1)NC1CCCCC1	4	-3.0	-8	6	-1	1	-28	2	0.1
COC(=O)c1ccc(C2C(Oc3ccccc3)C(=O)N2CCc2ccc(OC)c(OC)c2)cc1 (stereo unspecified)	4	8.3	7	1	1	0	-4	-1	0.0
COc1ccc(NC(=O)c2ccco2)cc1NC(=O)c1c(F)c(F)c(OC)c(F)c1F	-1	1.7	7	3	-5	-8	-2	-1	-0.1
CCn1c(C)cc(/C=C2/NC(=O)N(CC(=O)Nc3cccc(C)c3)C2=O)c1C	0	1.1	-12	11	8	18	-3	2	-0.4

Look-ups from the list.
Under PP5 primary, `COC(=O)c1ccc(C2C(Oc3ccccc3)C(=O)N2CCc2ccc(OC)c(OC)c2)cc1` (stereo unspecified) reads 8.3
Under Efflux pump mplx, `COC(=O)c1cc(S(=O)(=O)NCCCc2ccco2)c[nH]1` reads -0.1
Under procasp7 counter, `Cn1nc2c(c1C(=O)N1CCCC(C(=O)c3cc(F)ccc3F)C1)CCCC2` (stereo unspecified) reads 2
Under Fh CTSL1 inh, `CN(C)C(=O)c1ccc(-n2cnc3ccccc3c2=O)cc1` reads 6
Under PP1 inh, `Cc1ccc(C(=O)NCc2ccccn2)c(Cl)c1` reads -2

(next part)
SMILES	Fh CTSL1 inh	PP5 primary	proCasp3 act	PP1 inh	TPT1 inh	HCV core dimer	JMJD2C inh	procasp7 counter	Efflux pump mplx
CCOC(=O)C1CCCN(C(=O)c2cccc([N+](=O)[O-])c2C)C1 (stereo unspecified)	-2	2.0	2	2	1	-13	-4	6	-0.1
Cc1nnc(NC(=O)CSc2ncnc3scc(-c4ccccc4)c23)s1	2	3.4	0	11	4	5	-18	8	0.0
COc1cccc(C(=O)OCC(=O)NCCNC(=O)COC(=O)c2cccc(OC)c2OC)c1OC	2	0.9	1	-3	-2	1	2	0	-0.3
COc1cc(/C=N/NC(=O)C(=O)NCC2CCCO2)cc(Cl)c1O (stereo unspecified)	5	-1.4	3	-7	-2	-11	18	6	0.1
Cc1ccc([N+](=O)[O-])cc1S(=O)(=O)Nc1ccc(C(=O)N2CCN(C(=O)c3ccco3)CC2)cc1	x	1.1	1	0	x	x	12	6	-0.1
Cc1ccc(S(=O)(=O)CC(=O)Nc2ccc(S(=O)(=O)Nc3ccccn3)cc2)cc1	3	0.0	9	4	-2	-2	10	-1	0.1
CCOC(=O)C1CC=C(Cl)CC1C(=O)Nc1nccs1 (stereo unspecified)	1	2.4	4	3	-1	2	-6	-4	0.2
COc1ccc(NC(C)=O)cc1S(=O)(=O)N1CCN(Cc2cccs2)CC1	x	-0.4	-4	-1	x	x	2	8	0.1
CCCCCCc1c(O)nc(SCCN(C)C)[nH]c1=O	-2	0.0	3	-6	-2	2	-3	8	-0.1
O=C(O)/C(=C\c1cccc(F)c1)c1ccc(S(=O)(=O)N2CCCC2)s1	x	-1.2	-4	-1	x	x	-7	-4	0.0
Cc1cc2cc(CNC(=O)c3cccc([N+](=O)[O-])c3)ccc2[nH]1	-3	2.3	20	-1	2	2	21	-6	0.1
O=C(CCN1CCOCC1)Nc1cc(C(=O)Nc2ccccc2F)ccc1N1CC2CC(C1)c1cccc(=O)n1C2 (stereo unspecified)	5	-1.1	-4	-3	0	12	2	1	-0.1
O=C(/C=C/c1ccccc1)N1CCN(c2ccccn2)CC1	-4	2.0	-8	-1	1	0	4	6	-0.3
CC(C)NC(=O)CCCc1c[nH]c2ccccc12	-6	-3.3	-8	1	2	-2	-2	13	0.0
CCn1cc(/C=N\NC(=O)c2c[nH]c3ccccc23)c(C)n1	3	-1.4	-4	2	1	5	-10	4	-0.3
Cc1cc(Br)ccc1NC(=O)CNC(=O)CSc1nccn1C	x	x	-1	x	x	x	-2	10	0.1
COC(=O)c1cccc(NC(=O)C2COc3ccccc3O2)c1C (stereo unspecified)	1	-1.2	-3	-2	-4	-5	-3	0	-0.2
COc1cccc(/C=C2\SC(=O)N(CCC(=O)NNC(=O)c3cccc(Cl)c3)C2=O)c1	-2	-0.8	0	2	0	5	2	-7	0.5
CCOc1ccc(-c2[nH]ncc2-c2ccccc2)c(O)c1	0	4.9	-4	1	2	-5	8	5	0.3
Cc1cccc(NS(=O)(=O)c2ccc(C(=O)N3CCCCCC3)cc2)c1C	-1	-1.2	5	-6	2	0	-17	3	0.1

Limited to PP5 primary and procasp7 counter (2 entries from above):
smiles,PP5 primary,procasp7 counter
COC(=O)c1cccc(NC(=O)C2COc3ccccc3O2)c1C (stereo unspecified),-1.2,0
COc1cccc(/C=C2\SC(=O)N(CCC(=O)NNC(=O)c3cccc(Cl)c3)C2=O)c1,-0.8,-7
